PglD DTNB: PglD (C. jejuni) enzyme inhibition; purified PglD enzyme, DTNB colorimetric CoA detection; inhibition, % at 12.5 µM; hit rate 0.098% among 360,000; AID 602405; in the data active means inhibition above about 16%, passing the limit was not always enough; inconclusive means no clear call, values can overlap the other calls; further: strong numbers were not always called active
ARNT TACC3 PPI: ARNT/TACC3 interaction disruption. Q9Y6A5. AlphaScreen His-ARNT PAS-B/GST-TACC3 binding, luminescence; TACC3 fragment carries E629A point mutation. inhibition, % at 9.99 µM. hit rate 0.66% among 390,000;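 active means mean inhibition of replicates at least 50% and at least half of replicates each reaching 50%; inconclusive means half or more replicates reach 50% but mean below 50%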;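 further: 0% = complete ARNT plus TACC3 wells and 100% = ARNT alone without TACC3; many hits fall short of the cut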
PAX8 reporter: inhibitors of PAX8 transcriptional activity in RMG-I cells; RMG-I TPO-luciferase reporter, SteadyGlo, 24 h; inhibition, % at 12.6 µM; hit rate 1.2% among 360,000;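 active means mean replicate inhibition at least 60% with every replicate also reaching 60%; inconclusive means only one of the two criteria is met; inactive means mean below 60% and not all replicates reaching 60%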;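 further: luciferase light reporting Pax8 driven TPO promoter activity; plate controls were median of neutral control wells for no effect and mitoxantrone controls for full effect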
GSIS activator: primary screen for activators of insulin secretion dependent on glucose, INS-1E cells, GLuc reporter luminescence; INS-1E GLuc reporter insulin secretion, 2-3 h; hit rate 0.61% among 370,000; activation, % at 16.6 µM;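 active means lowest replicate activation of at least 40%, so every replicate reaches that level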;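 further: 0% = median of neutral control wells and 100% = median of IBMX positive control wells; some compounds called inactive have numbers as strong as hits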
C2C12 statin: suppression of simvastatin myotoxicity; C2C12 myotubes + simvastatin, ATP luminescence, 48 h; scaled: DMSO 0, geranylgeraniol control 100; rescue of ATP level, % at 7.49 µM; hit rate 0.78% among 330,000; AID 602340;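 active means mean ATP rescue above about 67%, or every replicate alone reaching that limit, limit read from the data, passing the limit was not always enough; inconclusive means no clear call, values can overlap the other calls; inactive means mean under the limit and some replicate under it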;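 further: myotubes were challenged with 10 µM simvastatin during compound exposure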
LGR2 inh: Drosophila LGR2 receptor signaling inhibition; inhibition, % at 9.99 µM; hit rate 0.35% among 380,000; HEK293 LGR2, CRE-luciferase, bursicon-stimulated, 4 h;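 active means drop in luminescence signal, shown as inhibition above about 50% in the replicate tests, limit read from the data, passing the limit was not always enough; inconclusive means probably only some replicates passing the limit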;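 further: agonist challenge used bursicon conditioned medium at about half maximal strength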
PGC1a acetyl inh: modulators of PGC1a acetylation. U2OS PGC1a acetylation, AlphaScreen anti-acetyl-lysine; with virally co-expressed GCN5 acetyltransferase. inhibition, % at 15.6 µM. hit rate 0.17% among 350,000;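 active means every replicate shows inhibition of at least 40%; inconclusive means mean inhibition at least 40% but some replicate below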;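 further: 0% = neutral control wells and 100% = positive control wells; some results beyond the cut were filed as inactive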
Cneo AK release: causes C. neoformans cell lysis; adenylate kinase release luminescence, 4 h; normalised: neutral wells 0, clomiphene wells 100; AID 651654; lysis activity, % at 15 µM; hit rate 0.2% among 360,000;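 active means mean lysis activity across replicates of at least 80%, whatever share of replicates individually reach that level; inactive means mean lysis activity below 80%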
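Assay system: log-phase C. neoformans yeast / Quantity: yeast cell density of 5 × 10^6 cells/mL / Medium: fresh YPD growth medium / Compound: single dose / Timing: static 4 h at 37 °C with compound, 1 h detection / Measured by: adenylate kinase release luminescence / Read-out: lysis from increased AK signal / Benchmarks: Clomiphene as positive lysis control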
* hit, by the source's call; u = inconclusive; x = not tested or not shown; & = joins results of further samples.

SMILES	PglD DTNB	ARNT TACC3 PPI	PAX8 reporter	GSIS activator	C2C12 statin	LGR2 inh	PGC1a acetyl inh	Cneo AK release
COc1ccc(-n2c(C)cc(C(=O)CSc3nnc(-c4cccs4)o3)c2C)cc1	-7	2	x	x	-3	x	-7	0
O=C(C[C@@H]1CC[C@H]2[C@@H](COC[C@H](O)CN2Cc2cccc(C(F)(F)F)c2)O1)NCc1ccc(Cl)cc1	3	-5	47	-23	43	14	-3	4
CCO[C@@H]1OC(C(=O)Nc2ccccc2)=C[C@H](c2ccc(Br)cc2)[C@H]1CCCO	0	-4	2&-7	-13	-11	-12	-19&-6	11&-24
CCCCn1c(N)c(N(CCOC)C(=O)CN2C(=O)c3ccccc3C2=O)c(=O)[nH]c1=O	0	-3	x	10	6	9	-3	-9
C/C=C/c1ccc2c(c1)O[C@@H](CN(C)C(=O)Cc1cccnc1)[C@H](C)CN([C@H](C)CO)S2(=O)=O	6	-5	-5	-11	-3	-6	9	7
O=C(O)c1cn(Cc2ccccn2)c(=O)c2ccccc12	x	-7	21	14	x	-5	x	x
Cc1cc(Br)ccc1NC(=O)CCCOc1cc(=O)n(C)c2ccccc12	2	x	-28	-10	9	10	x	11
O=C(c1ccc(-c2cccc([N+](=O)[O-])c2)o1)N1CCN(c2ccc([N+](=O)[O-])cc2)CC1	4	1	x	0	7	-8	7	-2
C[C@@H]1CCCCO[C@@H](CN(C)Cc2ccccc2)[C@H](C)CN([C@H](C)CO)C(=O)c2cc(NC(=O)Nc3ccc(C(F)(F)F)cc3)ccc2O1	-2	2	112*	17	x	15	-3	-16
CO[C@@H]1CN(C)C(=O)c2cc(NC(=O)c3cccc(F)c3)ccc2OC[C@H](C)NC[C@@H]1C	1	x	x	7	3	-1	-4	-4
O=C(NCc1ccc(Cl)cc1Cl)c1ccc2nc[nH]c2c1	x	-2	16	9	x	-4	x	x
O=C(N=Nc1c(O)[nH]c2ccccc12)c1cc(-c2cccs2)[nH]n1	2	-7	3	2	x	-50	u	-3
Cc1ccc(N(C(=O)CNC(=O)c2ccco2)C(C(=O)NC2CCCC2)c2ccncc2)c(C)c1 (configuration not stated)	4	11	3	-2	1	4	-11	1
CCOC(=O)CSc1nnc(CNC(=O)c2ccccc2OC)n1-c1ccc(OC)cc1	-1	-2	x	3	4	18	-5	1
COc1ccc(CNC(=O)C(C)N2CCN(c3ccc(C(C)=O)cc3)CC2)cc1 (configuration not stated)	1	3	-8	6	3	6	x	3
COc1ccc(C2C(C(=O)Nc3cccc(C)n3)c3ccccc3C(=O)N2C)cc1 (configuration not stated)	3	-3	x	x	4	x	2	-1
CNc1cc(C(F)(F)F)nc(-c2ccccn2)n1	-6	28	-12	x	-11	x	x	18
O=C(N=c1nc2ccccn2s1)c1ccccc1	-4	4	x	1	-20	x	-4	-20
COc1ccc(C#CC2=CC(=O)CC(C)(C)C2)cc1	3	x	-14	6	17	-57	15	2
Cc1cccc(-n2c(CNC(=O)c3ccc(S(=O)(=O)N(C)C)cc3)nnc2SCC(=O)Nc2ccc(F)cc2)c1	-2	2	39	-24	x	-7	x	-3

Overlap with the part before: three entries; new compounds follow.
SMILES	PglD DTNB	ARNT TACC3 PPI	PAX8 reporter	GSIS activator	C2C12 statin	LGR2 inh	PGC1a acetyl inh	Cneo AK release
O=C(N=c1nc2ccccn2s1)c1ccccc1	-4	4	x	1	-20	x	-4	-20
COc1ccc(C#CC2=CC(=O)CC(C)(C)C2)cc1	3	x	-14	6	17	-57	15	2
Cc1cccc(-n2c(CNC(=O)c3ccc(S(=O)(=O)N(C)C)cc3)nnc2SCC(=O)Nc2ccc(F)cc2)c1	-2	2	39	-24	x	-7	x	-3
CCCCCNC(=O)c1ccc2c(=O)[nH]c3c(C(=O)NCC4CCCO4)sc(=S)n3c2c1 (configuration not stated)	-6	14	9	-4	118*	x	-2	-1
Cc1nn(C)c(C)c1-c1c(C#N)c(N)nc2c1CCCCCC2	-1	x	15	0	x	0	-5	-1
CCCNC(=O)OCc1cccnc1Sc1ccc(C)cc1	-3	-9	-52	-3	-4	-7	-5	-1
CCC(=O)N[C@@H]1CC[C@H](CC(=O)NCCN2CCCCC2)O[C@H]1CO	7	1	-7	-2	3	7	-11	-4
C[C@@H]1CN([C@@H](C)CO)C(=O)c2cc(-c3cccc(C#N)c3)cnc2O[C@@H]1CN(C)C(=O)C1CCOCC1	2	0	-13	22	6	-7	4	-12
O=C(CSc1nnnn1C1CCCC1)N1CCCc2ccccc21	3	-5	x	13	-2	-4	6	0
CCOc1ccc2nc(NC(=O)CS(=O)(=O)c3ccccc3)sc2c1	0	-2	x	x	-18	x	-20	-3
N#C[C@@H]1[C@@H](c2ccccc2-c2ccccc2F)[C@@H](CO)N1C(=O)C1CC1	x	x	-1	19	x	0	-7	x
Cc1ccc(-c2cc(C(=O)N3CCN(c4ncccn4)CC3)c3ccccc3n2)cc1	-1	4	16	x	x	x	-2	-11
CC(=O)N(C)C[C@@H]1Oc2cc(C#Cc3cccnc3)ccc2S(=O)(=O)N([C@H](C)CO)C[C@H]1C	1	12	x	32	10	4	23	-1
Cc1cc(C)cc(NC(=O)OCCN2CCN(Cc3ccccc3)CCC2=O)c1	3	-7	14	-13	4	9	x	1
COc1cccc(-c2cc(C(F)(F)F)n3ncc(C(=O)N4CCc5ccccc5C4)c3n2)c1	x	x	-6	3	x	15	1	x
O=C(c1ccc(COc2c(F)c(F)c(F)c(F)c2F)o1)N1CCN(Cc2ccc3c(c2)OCO3)CC1	0	-8	x	-24	x	x	0	-3
N=c1n(Cc2ccccc2)c2ccccc2n1CC(O)c1ccco1 (configuration not stated)	1	7	x	24	-18	10	-16	3
COCCOC(=O)c1c(C)nc(SCC(=O)Nc2ccc(C)cc2)c(C#N)c1-c1ccco1	-5	-1	x	x	x	x	-11	-2
COc1ccc2oc(-c3ccccc3[N+](=O)[O-])cc(=O)c2c1	x	-7	-56	7	x	-77	x	x
CCCNC(=O)N1[C@H](CNC(=O)c2ccccc2)[C@H](c2ccccc2)[C@@H]1CO	0	-3	-3	1	-11	-12	2	3
CCOc1ccc(/C=N/NC(=O)CC(=O)Nc2ccc(Cl)c(Cl)c2)cc1	-1	-4	-5	-3	x	5	6	-2
CC(=O)Nc1cccc(OCC(=O)NCCC2=CCCCC2)c1	1	-7	-21	-1	2	-15	-2	7
COc1cccc(C#Cc2cnc3c(c2)C(=O)N([C@H](C)CO)C[C@H](C)[C@H](CN(C)C(=O)C2CCC2)O3)c1	1	0	-14	0	3	11	-8	1
Cc1nnc(NC(=O)CN2C(=O)NC3(CCCC3)C2=O)s1	-1	-2	-19	7	-2	20	x	-1
COc1cc(/C=N/N=C2/NC(=O)C(CC(=O)O)S2)ccc1OCc1cccc(Cl)c1 (configuration not stated)	x	-7	43	6	x	-10	x	x
O=C(CSc1nc2ccccc2c(=O)n1CC1CCCO1)Nc1ccccc1 (configuration not stated)	3	-3	-3	23	5	-6	x	3
Cc1ccnc(Nc2ccc(CCO)cc2)n1	-2	x	-120	4	-7	-17	7	-1
CCOC(=O)c1c(/N=C/c2ccc(C)cc2O)sc2c1CCN(C)C2	-3	8	7	9	2	0	-3	2
O=C(CNC(=O)c1ccc(Cl)cc1Cl)OCn1nnc2ccccc2c1=O	0	2	1	-5	0	9	x	0
CCOC(=O)c1cnn2c(C(F)(F)F)cc(-c3ccccc3)nc12	6	-3	x	0	-1	4	-13	5
CCOC(=O)C1=C(O)C(=O)N(c2ccc(S(N)(=O)=O)cc2)C1c1ccc(Cl)cc1 (configuration not stated)	1	1	x	4	5	-13	8	0
CCC(C)c1ccc(NC(=O)NCCN2CCCCC2)cc1 (configuration not stated)	-1	1	16	20	-8	-6	-4	4
CCCCn1c(SCC(=O)Nc2oc(C)c3c(C)n[nH]c(=O)c23)nc2cc(S(N)(=O)=O)ccc21	-7	-2	3	33	3	-12	9	0
O=C(C[C@H]1CC[C@H](NC(=O)C2CC2)[C@H](CO)O1)NCCCN1CCOCC1	62	4	-9	0	-9	12	-4	11
CCc1nc(SCC(=O)c2cccc([N+](=O)[O-])c2)n[nH]1	x	-4	-24	-25	x	-11	x	x
CC1(C)Cc2ccccc2C(NNC(=O)c2cccnc2)=N1	9	-4	x	x	9	x	-10	-1
CC(C)NC(=O)Nc1ccc2c(c1)CC(=O)N([C@H](C)CO)C[C@H](C)[C@H](CN(C)C(=O)Nc1ccc(C(F)(F)F)cc1)O2	-3	17	-7	-11	-6	2	3	-1
COc1cc(/C=C(/NC(=O)c2ccccc2)C(=O)Nc2ccc(O)cc2)c([N+](=O)[O-])cc1OC	x	-4	27	-2	x	-20	x	x
O=C1c2ccccc2C(=O)C1(CO)c1ccccc1	x	-18	-55	11	10	-3	9	x
CN1CCc2c(n(CC(O)CNCc3ccccc3)c3ccccc23)C1=O (configuration not stated)	x	0	-1	9	x	-2	x	x
CCOC(=O)c1ccc(NC(=O)Nc2ccon2)cc1	x	-3	52	7	x	-30	x	x
COC(=O)C[C@H]1C[C@H]2c3cc(NC(=O)C4CCC4)ccc3O[C@H]2[C@H](CO)O1	x	x	-7	9&7	2	5	21&7	x
CCc1ccccc1S(=O)(=O)Cc1ccc(C(=O)N2CCN(c3ccccc3OC)CC2)o1	2	-6	-8	-8	-11	-5	-9	0
CCOc1ccc(-n2c(C)cc(C(=O)CCl)c2C)cc1	1	5	17	-19	-31	-3	3	-2
C[C@H]1CN([C@@H](C)CO)C(=O)c2cc(-c3cccc(C#N)c3)cnc2O[C@H]1CN(C)C(=O)C1CCCCC1	-2	-4	1	-6	8	6	-1	2
COCCN(C[C@@H]1[C@@H](c2ccccc2)[C@@H](CO)N1C(C)=O)C(=O)c1cccnc1	1	2	-11	3	-1	-1	8	-12
NC(=O)CN(C/C=C/c1ccccc1)C/C=C/c1ccccc1	16	15	-8	-24	11	-12	4	1
Cc1cc(O)c2c(c1)C(=O)[C@@]13Oc4c5c(c(O)c6c(O)cc(C)cc46)C(=O)C[C@H](O)[C@H]5[C@@H]1[C@@H](O)CC(=O)C3=C2O	11	13	x	x	-4	x	-18	-1
O=C1O/C(=C\C(=O)N2CCOCC2)c2ccccc21	-2	-3	x	x	-6	x	-7	9
O=C(CCN1CCCCO1)N1CCCC(Nc2ccc(F)cc2)C1 (configuration not stated)	-1	-3	0	15	7	-1	3	19
CCOc1ccc(C(=S)N2CCCC2)c(OCC)c1	-3	1	13	3	-6	-3	11	2
C[C@@H]1CCCCO[C@H](CN(C)C(=O)Nc2ccc(C(F)(F)F)cc2)[C@@H](C)CN([C@@H](C)CO)C(=O)c2cc(NC(=O)C3CCCCC3)ccc2O1	0	-10	27	5	-29	1	9	1
CCC(=O)N(C)C[C@H]1Oc2ncc(-c3cccc(OC)c3)cc2C(=O)N([C@@H](C)CO)C[C@@H]1C	-2	-3	-11	7	-27	-26	1	-4
CCOC(=O)c1c(C)[nH]c(N=Nc2ccc(C)cc2)c1C	-8	6	x	x	-11	x	-2	-9
C[C@@H]1CN([C@@H](C)CO)S(=O)(=O)c2ccc(-c3ccc(F)cc3)cc2O[C@H]1CN(C)Cc1cccc(F)c1	x	x	x	17	-95	19	13	x
Cc1ccc2c(c1)CCCN2C(=O)c1ccncc1	5	-6	x	9	-8	-11	-16	0
CCOc1c(Cl)cc(/C=N/NC(N)=S)cc1OC	5	x	-2	14	23	-29	x	0

Source: PubChem (Broad Institute)
